Bioassay records: PubChem BioAssay, several laboratories
Rab7 wt modul: modulators of GTP binding to Rab7, primary screen, biochemical, wildtype, multiplex bead flow cytometry | Rab7 GTPase wild type (dog), Bodipy-FL-GTP binding | GST-Rab7 beads, fluorescent GTP binding; actives lie on both sides; untreated = 100%, excess cold GTP = 0% | GTP binding activity (percent of control), % at 10 µM | 0.055% of 190,000 active;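 active = fluorescent GTP binding to Rab7 beads changed by at least 20 points from the 100% baseline, either direction, mostly lower; inconclusive = compound itself probably fluorescent, or too few beads counted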;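 note: median green fluorescence of bound Bodipy-FL-GTP per Rab7 bead population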
Rac1 wt GTP bind: wildtype Rac1 GTP binding modulators, primary screen, biochemical, GST-Rac1 beads, flow cytometry, multiplex; GTP binding activity (% of control), % at 10 µM; fluorescent GTP binding; actives lie on both sides; 0 = cold GTP competed, 100 = untreated; 0.27% of 190,000 active;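 active = GTP binding activity at least 20 points away from the 100% control level, either lower or higher; inconclusive = compound flagged as likely green fluorescent, judged across all proteins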
HRas wt GTP bind: modulators of GTP binding to HRas wildtype, primary screen, biochemical, bead-based flow cytometry, multiplex | GST-Ras wt beads, Bodipy-FL-GTP binding; actives lie on both sides | GTP binding activity, % at 10 µM | 0.14% of 190,000 active;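 active = GTP binding activity at least 20% away from the 100% baseline, either lowered as inhibitor or raised as activator; inconclusive = flagged as likely green fluorescent, judged across all proteins in the well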;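 note: 0% = unlabeled GTP competition control and 100% = no-compound control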
Target sequence (P01112 whole entry, looked up): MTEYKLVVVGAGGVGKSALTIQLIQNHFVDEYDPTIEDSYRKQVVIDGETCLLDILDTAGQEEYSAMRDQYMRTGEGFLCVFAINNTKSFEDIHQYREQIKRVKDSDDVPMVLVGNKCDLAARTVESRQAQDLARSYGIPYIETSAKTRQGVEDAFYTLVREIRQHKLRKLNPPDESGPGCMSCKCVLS
Cdc42 wt GTP: modulators of GTP binding to wildtype Cdc42, primary screen, biochemical, multiplex bead flow cytometry, Bodipy-GTP. Cell division control protein 42 homolog (Homo sapiens), P60953. GST-Cdc42 beads; actives lie on both sides. percent activity (GTP binding), % at 10 µM. 0.2% of 190,000 active. AID 761, 2007;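 active = percent activity GTP binding at least 20 points away from the 100% baseline, either down as inhibitor or up as activator; inconclusive = compound flagged as likely green fluorescent from well-wide comparison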;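 note: median bead fluorescence of bound Bodipy-FL-GTP at 100 nM; 0% = excess unlabeled GTP control and 100% = no compound control; below 100% means less GTP binding so inhibitor and above means activator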
Target sequence (P60953 whole entry, looked up): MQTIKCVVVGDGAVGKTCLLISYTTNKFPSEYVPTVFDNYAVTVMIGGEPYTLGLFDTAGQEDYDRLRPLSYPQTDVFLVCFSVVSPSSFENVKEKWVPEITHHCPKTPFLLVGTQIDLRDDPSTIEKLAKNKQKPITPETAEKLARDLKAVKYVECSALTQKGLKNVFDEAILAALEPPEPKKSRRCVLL
Rab2 wt GTP: modulators of GTP binding to Rab2A wildtype, primary screen, biochemical, dog, bead-based flow cytometry, multiplex; 0.19% of 190,000 active; Ras-related protein Rab-2A (Canis lupus familiaris), P61105; GST-Rab2 wt beads, Bodipy-GTP binding; AID 760, 2007; GTP binding activity, % at 10 µM;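 active = GTP binding activity at least 20 points away from 100%, either lowered or raised; inconclusive = signal likely due to the compound's own green fluorescence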;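 note: 0% = beads with excess unlabeled GTP and 100% = no-compound control corrected for plate trend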
Mcl1-Noxa inh: Mcl-1/Noxa binding inhibitors, primary screen, biochemical, TR-FRET, 1536-well. TR-FRET Mcl-1/Noxa peptide binding, 2 h. Induced myeloid leukemia cell differentiation protein Mcl-1 (Homo sapiens), Q07820. AID 1022, 2008. 1.5% of 220,000 active. inhibition, % at 21.7 µM;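 active = compounds that cut the protein-peptide binding signal by more than 50% relative to plate controls in a single-dose test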;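 note: His-tagged Mcl-1 with rhodamine Noxa BH3 peptide and terbium anti-His antibody; 0% = Mcl-1 plus Noxa peptide wells and 100% = peptide-only wells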
Target sequence (Q07820 whole entry, looked up): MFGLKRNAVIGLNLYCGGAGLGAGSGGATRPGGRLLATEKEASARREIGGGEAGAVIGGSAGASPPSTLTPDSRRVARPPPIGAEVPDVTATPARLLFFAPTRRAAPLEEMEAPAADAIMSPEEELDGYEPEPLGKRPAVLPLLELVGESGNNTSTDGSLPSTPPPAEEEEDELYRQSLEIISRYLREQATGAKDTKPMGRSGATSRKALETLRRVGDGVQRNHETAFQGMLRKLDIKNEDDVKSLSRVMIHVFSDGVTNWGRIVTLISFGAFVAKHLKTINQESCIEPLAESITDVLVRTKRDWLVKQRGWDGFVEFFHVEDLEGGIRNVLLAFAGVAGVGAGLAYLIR
Avidin bead fluor: green autofluorescence of compounds with avidin beads – biophysical, 488/530 nm, flow cytometry, artefact control, profiling panel; compound fluorescence 488/530 nm; stronger effect = higher value; fluorescence (KMESF) at 10 µM; 0.38% of 220,000 active; in the data active = fluorescence above about 47; note: inactives centre near 10
Rac1 mut GTP: GTP binding modulators of activated mutant Rac1, primary screen, biochemical, bead-based flow cytometry, multiplex, fluorescent GTP; GST-Rac1 activated beads; actives lie on both sides; 100% means binding = to untreated wells; percent activity (GTP binding), % at 10 µM; 0.11% of 190,000 active;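 active = GTP binding at least 20 percentage points away from the 100% baseline, in either direction, so actives lie on both sides; inconclusive = Compound likely fluorescent itself, or too few beads counted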
ABCG2 inh: ABCG2 efflux pump inhibitors, primary screen, multiplex with ABCB1, IgMXP3 cells, flow cytometry. Broad substrate specificity ATP-binding cassette transporter ABCG2 (Homo sapiens), Q9UNQ0. JC-1 efflux. inhibition, % at 6.6 µM. 0.1% of 190,000 active. AID 1325, 2008;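 active = inhibition above 80%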;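 note: 0% = DMSO and 100% = nicardipine control wells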
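Test system: IgMXP3 (ABCG2) plus far-red-tagged CCRF-Adr (ABCB1) cells. Reagent: JC-1 dye as substrate. Timing: 10 min exposure at 25 °C with rotation, no wash. Measured by: flow cytometric JC-1 green MFI at 530 nm. Read-out: percent efflux inhibition, scaled nicardipine 100% to DMSO 0%. Control set: nicardipine and DMSO wells.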
ABCB1 block: ABCB1 efflux pump inhibitors, primary screen, cell-based, multiplex, flow cytometry, ABCG2 counter-screen. inhibition, % at 6.6 µM. 0.067% of 190,000 active. ATP-dependent translocase ABCB1 (Homo sapiens), P08183. CCRF-Adr cells, JC-1 efflux; in the data active = inhibition above about 40%;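 note: 0% = vehicle and 100% = reference inhibitor; higher value means more JC-1 retained so stronger ABCB1 efflux block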
Pf gametocyte: late stage P. falciparum gametocyte viability inhibitors, primary screen, ATP luminescence, HTS | P. falciparum stage V gametocytes, 24 h | inhibition, % at 10.9 µM | 0.065% of 150,000 active | AID 743093, 2013;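 active = inhibition above the mean plus 3 SD of compounds within the control limits, set per campaign, cut at about 38% in these data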;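 note: 0% = DMSO wells and 100% = medium only without gametocytes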
Numbers without * were called inactive; u = inconclusive; x = no result given.

SMILES	Rab7 wt modul	Rac1 wt GTP bind	HRas wt GTP bind	Cdc42 wt GTP	Rab2 wt GTP	Mcl1-Noxa inh	Avidin bead fluor	Rac1 mut GTP	ABCG2 inh	ABCB1 block	Pf gametocyte
CCc1nnc(NC(=O)CSc2nnnn2C)s1	101	113	104	106	102	-28	5	102	-2	-0.3	x
CCOC(=O)c1cc2c(=O)n3ccccc3nc2n(CCCOC)c1=NC(=O)c1cccnc1	100	103	101	100	95	0	25	95	2	0.3	x
O=C(Nc1ccc(OC(=O)c2ccncc2)cc1)c1ccncc1	106	101	103	103	103	-3	7	101	12	0.5	-31
CCn1c(C(C)NC(C)=O)nc2ccccc21 (stereo not given)	99	93	94	95	95	22	4	95	0	0.0	x
O=C(COC(=O)c1ccccc1C(=O)c1ccccc1)Nc1cccc([N+](=O)[O-])c1	95	103	100	99	100	2	2	97	4	0.8	-8
Cc1ccc(Cl)cc1NC(=O)CSC(N)=O	109	110	108	106	108	9	4	101	1	0.2	x
O=C(O)CC1SC(=Nc2ccc(O)cc2)NC1=O (stereo not given)	101	96	97	97	98	10	21	96	1	0.1	9
Cn1c(CSc2nc3ccccc3s2)nnc1SCC(=O)NCc1cccnc1	97	101	99	97	98	-16	4	99	4	0.9	x
COc1ccc(Cn2nnnc2CN2CCCCCC2)cc1	97	102	97	98	98	7	12	94	4	1.6	-20
COc1ccc(-n2c(SCC(=O)Nc3ccc([N+](=O)[O-])cc3OC)nc3ccccc32)cc1	100	103	99	98	94	7	6	98	0	-0.1	9
O=C(NC1CCCCCC1)c1cc(=O)[nH]c2ccc(S(=O)(=O)N3CCOCC3)cc12	92	98	96	97	94	10	12	100	0	0.8	x
O=C(CSc1nnc(CNC(=O)c2cccs2)o1)NC1CCCCC1	97	102	98	100	99	-8	41	98	0	0.2	x
NNC(=O)c1nnn(-c2nonc2N)c1CN1CCc2ccccc2C1	103	99	96	93	99	22	9	95	-1	-0.5	x
Cc1ccc(OCC(=O)Nc2ccc(-c3nnc(-c4ccco4)o3)cc2)cc1	u	u	u	u	u	24	50*	u	4	1.2	x
Fc1ccc(-c2nnc3ccc(N4CCc5ccccc5C4)nn23)cc1	96	99	98	99	100	-22	7	96	2	0.3	x
O=C(Nc1ccccc1N1CCOCC1)c1ccc2ccccc2n1	98	96	101	98	99	21	8	98	36	1.9	13
O=C(c1ccco1)N1CCN(S(=O)(=O)c2cccs2)CC1	104	97	100	102	102	-15	11	99	4	1.0	11
CC(C)NS(=O)(=O)c1ccc(NC(=O)CCc2ccccc2)cc1	94	96	96	97	96	3	2	95	-8	-4.7	x
CCOCCc1nnc(NC(=O)Cc2ccccc2)s1	101	105	102	101	101	-12	9	100	3	1.0	-2
O=C(NCc1ccco1)C(c1ccc(F)cc1)N(Cc1cccnc1)C(=O)Cn1nnc2ccccc21 (stereo not given)	107	109	105	106	105	25	15	103	2	0.7	x
CCOC(=O)c1c(C)[nH]c2ccc(O)cc12	97	98	98	98	97	18	6	96	1	0.3	x
Cc1cc(C)cc(NC(=S)N(Cc2cccc(Br)c2)CC2CCC(C(=O)O)CC2)c1 (stereo not given)	102	101	101	101	97	15	10	96	3	0.3	10
CCOC(=O)c1ccc(CNC(=O)C(Cc2c[nH]c3ccccc23)NC(C)=O)o1 (stereo not given)	104	103	101	101	103	6	8	98	1	0.3	x
CCN(CC)c1ccc(NC(=O)c2ccc(NC(=O)C3CCCO3)cc2)c(C)c1 (stereo not given)	101	99	100	100	100	23	4	97	0	0.2	x
CCCCNC(=O)C1CCCN1C(=O)Nc1ccccc1 (stereo not given)	95	98	96	96	97	9	6	94	0	0.0	x
Cc1c(C(=O)N/N=C/c2ccc(-c3ccccc3[N+](=O)[O-])o2)sc(N)c1C#N	u	u	u	u	u	99*	9	u	14	-0.1	12
C=CCNC(=O)CC(=O)N/N=C/c1ccc(C(=O)OC)cc1	92	90	96	96	95	17	12	92	4	0.6	x
Clc1ccc(-c2nnc(CSc3nnc(-c4cccs4)n3Cc3ccccc3)o2)cc1	95	100	98	98	96	3	6	97	18	7.2	x
COC(=O)COc1cccc2c(=O)n(CC(=O)N3CCCc4ccccc43)ccc12	97	97	98	98	96	-5	4	95	3	1.5	x
O=C(O)C1C2C=CC(C2)C1C(=O)NCc1ccoc1 (stereo not given)	98	105	104	104	103	1	6	100	1	0.1	4

Following part
SMILES | Rab7 wt modul | Rac1 wt GTP bind | HRas wt GTP bind | Cdc42 wt GTP | Rab2 wt GTP | Mcl1-Noxa inh | Avidin bead fluor | Rac1 mut GTP | ABCG2 inh | ABCB1 block | Pf gametocyte
CC(C)(C)c1ccc(C(=O)NNC(=S)NCC2CCCO2)cc1 (stereo not given) | 100 | 110 | 101 | 102 | 99 | 15 | 2 | 101 | 4 | 0.2 | x
COc1ccc(N2CCN(C(=O)C3CC(O)CN3S(=O)(=O)c3ccc([N+](=O)[O-])cc3)CC2)cc1 (stereo not given) | 98 | 102 | 98 | 103 | 98 | 39 | 12 | 97 | 0 | -0.1 | 11
Cc1ccc(-n2c(Cc3cccn3C)nnc2SCC(=O)NC2CCCCC2)cc1 | 99 | 106 | 103 | 102 | 104 | -2 | 7 | 100 | 18 | 6.4 | 3
COc1ccc(/C(O)=C2/C(=O)C(=O)N(c3ncccn3)C2c2ccc(C(C)(C)C)cc2)cc1 (stereo not given) | 102 | 101 | 104 | 99 | 102 | 3 | 11 | 97 | 1 | 0.3 | -6
COc1ccc(-n2c(=O)c3ccccc3n(Cc3ccc(F)cc3)c2=O)cc1OC | 105 | 105 | 104 | 108 | 103 | 14 | 104* | 103 | 1 | 0.8 | x
Cc1ccc(-n2nc3c(=O)n(CC(=O)c4ccc(F)cc4)nc(C)c3c2C)cc1 | 98 | 103 | 101 | 99 | 96 | 31 | 5 | 98 | 11 | 2.0 | x
COC(CNC(=O)CNC(=S)N(CCCN1CCOCC1)Cc1cccs1)OC | 95 | 98 | 97 | 98 | 97 | 2 | 14 | 94 | -1 | -0.2 | 9
O=S(=O)(N/N=C/c1ccc(N2CCOCC2)cc1)c1ccccc1 | 101 | 103 | 97 | 99 | 98 | 7 | 12 | 99 | -1 | -0.1 | -1

3 successive entries from above, quoted:
SMILES | Rab7 wt modul | Rac1 wt GTP bind | HRas wt GTP bind | Cdc42 wt GTP | Rab2 wt GTP | Mcl1-Noxa inh | Avidin bead fluor | Rac1 mut GTP | ABCG2 inh | ABCB1 block | Pf gametocyte
CC(C)(C)c1ccc(C(=O)NNC(=S)NCC2CCCO2)cc1 (stereo not given) | 100 | 110 | 101 | 102 | 99 | 15 | 2 | 101 | 4 | 0.2 | x
COc1ccc(N2CCN(C(=O)C3CC(O)CN3S(=O)(=O)c3ccc([N+](=O)[O-])cc3)CC2)cc1 (stereo not given) | 98 | 102 | 98 | 103 | 98 | 39 | 12 | 97 | 0 | -0.1 | 11
Cc1ccc(-n2c(Cc3cccn3C)nnc2SCC(=O)NC2CCCCC2)cc1 | 99 | 106 | 103 | 102 | 104 | -2 | 7 | 100 | 18 | 6.4 | 3

Additional structures follow.
SMILES | Rab7 wt modul | Rac1 wt GTP bind | HRas wt GTP bind | Cdc42 wt GTP | Rab2 wt GTP | Mcl1-Noxa inh | Avidin bead fluor | Rac1 mut GTP | ABCG2 inh | ABCB1 block | Pf gametocyte
COc1ccccc1C(=O)NC(=S)N1CCCc2ccccc21 | 98 | 102 | 102 | 104 | 100 | 22 | 36 | 100 | 2 | 0.4 | x
O=C(COc1ccccc1-c1ccccc1)N/N=C/c1ccccn1 | 95 | 95 | 92 | 93 | 93 | -10 | 9 | 92 | 1 | 0.2 | x
CC(=O)Cc1nsc(NC(=O)C2Cc3ccccc3C(=O)O2)n1 (stereo not given) | 101 | 99 | 100 | 96 | 100 | 14 | 7 | 95 | 1 | 0.0 | x
Cc1ccc(C2(c3noc(CN(C)Cc4cccnc4)n3)CCCC2)cc1 | 104 | 98 | 98 | 96 | 99 | 0 | 1 | 93 | 7 | 1.4 | 17
Cc1ccc(-n2c(SCC(=O)Nc3cc(C)on3)nc3ccccc3c2=O)cc1 | 93 | 97 | 93 | 98 | 94 | -28 | 5 | 97 | 1 | 0.3 | -29
